Source: PubChem (several laboratories)
PMI act satM6P – human PMI activators, high substrate, primary screen, biochemical, fluorescence intensity, near-saturating mannose 6-phosphate; Mannose-6-phosphate isomerase (Homo sapiens), P34949; coupled PMI enzyme assay, resazurin fluorescence, 20 min; active compounds read high; 1 = untreated enzyme, 0 = substrate-free blank; activation factor at 20 µM; hit rate 0.34% among 190,000; AID 1216, 2008;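 active = activation factor of 2 or more at 20 µM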
Target sequence (P34949 whole entry, looked up): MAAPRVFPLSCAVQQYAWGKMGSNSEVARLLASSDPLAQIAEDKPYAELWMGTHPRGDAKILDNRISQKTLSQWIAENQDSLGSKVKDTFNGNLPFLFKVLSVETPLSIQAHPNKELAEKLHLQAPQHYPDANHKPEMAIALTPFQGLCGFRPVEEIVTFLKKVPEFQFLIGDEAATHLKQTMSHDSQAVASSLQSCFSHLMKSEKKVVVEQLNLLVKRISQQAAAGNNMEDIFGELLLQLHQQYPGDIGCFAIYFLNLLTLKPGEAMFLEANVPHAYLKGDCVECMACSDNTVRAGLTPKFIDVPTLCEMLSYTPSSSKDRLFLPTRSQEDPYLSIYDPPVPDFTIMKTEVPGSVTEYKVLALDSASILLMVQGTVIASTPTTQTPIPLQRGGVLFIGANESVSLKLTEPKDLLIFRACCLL
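assay system = human phosphomannose isomerase with PGI, G6PDH, diaphorase coupling enzymes | quantity = 15 ng/mL PMI | incubation = enzyme reaction with compound 20 min at room temperature | medium = HEPES pH 7.4 buffer with MgCl2 and Tween-20 | compound dosing = one concentration, 20 µM, in 1% DMSO | measured by = Diaphorase-driven resazurin-to-resorufin fluorescence, excitation 544, emission 590 nm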
G6PDH counter – L. mesenteroides G6PDH inhibitors, counter-screen for G6PDH-coupled screening assays, biochemical, Leuconostoc mesenteroides enzyme; glucose-6-phosphate dehydrogenase [Leuconostoc mesenteroides]; Purified L. mesenteroides G6PDH, diaphorase/resazurin coupled fluorescence, 45 min; inhibition, % at 5 µM; hit rate 0.12% among 200,000
Diaphorase act – compounds boosting diaphorase resazurin reduction – biochemical, uHTS, resorufin fluorescence, counter-screen for diaphorase-coupled primary assays, primary screen; hit rate 0.005% among 190,000; activation factor at 20 µM; Diaphorase/resazurin coupled assay, 16 min; active compounds read high; 1 = vehicle wells, 0 = NADH-free wells; AID 1229, 2008;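 active = diaphorase activity raised at least twofold by the compound at 20 µM; inactive = activation factor below 2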
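Test system: Clostridium kluyveri diaphorase, purified enzyme. Buffer or medium: 50 mM HEPES pH 7.4 buffer plus MgCl2 and Tween 20. Also added: 0.114 mM NADH and 0.1 mM resazurin, final amounts. Dosing: compound 20 µM once, DMSO 1%. Schedule: 16 min enzyme reaction, ambient temperature. Detection: fluorescence of resorufin, 544 nm excitation, 590 nm emission.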
TLR4-MyD88 BLA – inhibitors of TLR4-MyD88 association in cells, primary screen, cell-based, HeLa CL3-4, BLA complementation, FRET ratio | Toll-like receptor 4 (Homo sapiens) + Myeloid differentiation primary response protein … | HeLa CL3-4 TLR4/MyD88 BLA complementation | inhibition, % at 8.4 µM | hit rate 0.18% among 200,000 | AID 861, 2007; in the data active = inhibition above about 25%;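 also: 0% = vehicle and 100% = reference inhibitor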
RAM inhibit – inhibitors of the yeast RAM network, primary screen, dse1pr::URA3 reporter, 5-FOA selection; AID 868, 2007; S. cerevisiae dse1pr::URA3 reporter, 5-FOA growth OD615, 2 d; analog-sensitive cbk1-as2 kinase mutant strain; hit rate 1.8% among 190,000; inhibition, % at 50 µM;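 active = inhibition above a set limit, 3 SD over mean compound inhibition, cut at about 8.4% in these data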;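 also: 0% = DMSO-only wells with no growth and 100% = 10 µM 1-NA-PP1 full growth; inhibition rescues growth on 5-FOA so higher OD means more RAM inhibition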
Hsp70 activator – Hsp70 transcriptional activators, primary screen, cell-based, HeLa, Hsp70 promoter luciferase, luminescence, 10 µM; HeLa Hsp70 promoter luciferase reporter; scaled: vehicle 0, proteasome-inhibitor control 100%; activation, % at 10 µM; hit rate 0.04% among 200,000; AID 1203, 2008;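 active = activation above the mean across all tested compounds plus 3 SD, cutoff set per campaign, cut at about 5.5% in these data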;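 also: 100% = MG132 at 30 µM as the positive control and 0% = DMSO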
Diaph inh CS – diaphorase inhibitors and chemical oxidizers, primary screen, counter-screen for diaphorase-coupled primary assays, biochemical, uHTS, resorufin fluorescence. hit rate 0.69% among 190,000. AID 1217, 2008. diaphorase resazurin-to-resorufin fluorescence, NADH, 16 min; bacterial (C. kluyveri) enzyme, not human. inhibition, % at 20 µM;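 active = primary screen inhibition at 20 µM above a set limit, cut at about 50% in these data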;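 also: plate controls were DMSO with full reaction for no effect and wells lacking NADH for full effect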
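material = Clostridium kluyveri diaphorase enzyme | amount = 0.14 U/mL diaphorase, enzyme working solution | schedule = incubation 16 min, room temperature | detection = fluorescence of resorufin formed from resazurin, Ex 544/Em 590 nm | benchmarks = positive control minus NADH, DMSO neutral control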
S1P3 antag – S1P3 receptor antagonists, primary screen, cell-based. CHO S1P3 NFAT-BLA reporter, FRET fluorescence, antagonist mode. inhibition, % at 4.98 µM. Sphingosine 1-phosphate receptor 3 (Homo sapiens), Q99500. hit rate 0.27% among 170,000. AID 485, 2006;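 active = inhibition above the plate cutoff, the mean inhibition of test wells on that plate plus 3 SD, cut at about 28% in these data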;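 also: cells challenged with S1P at its EC80 of 0.8 µM; blue over green emission ratio from cleaved BLA substrate after 4 h stimulation; 0% = S1P-stimulated wells and 100% = unstimulated DMSO-only wells; some compounds past the cut are filed as inactive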
Target sequence (Q99500 whole entry, looked up): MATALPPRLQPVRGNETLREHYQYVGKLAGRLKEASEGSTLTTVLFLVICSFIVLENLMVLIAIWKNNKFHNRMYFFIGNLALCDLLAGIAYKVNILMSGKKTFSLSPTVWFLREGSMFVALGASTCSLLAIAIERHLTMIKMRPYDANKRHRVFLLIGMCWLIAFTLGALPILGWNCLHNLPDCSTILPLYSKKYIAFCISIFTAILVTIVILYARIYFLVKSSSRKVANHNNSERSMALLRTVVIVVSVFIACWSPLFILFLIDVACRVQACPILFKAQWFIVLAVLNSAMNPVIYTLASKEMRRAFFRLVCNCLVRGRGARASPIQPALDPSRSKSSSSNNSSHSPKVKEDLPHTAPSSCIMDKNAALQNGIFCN
PMI activator – activators of human PMI, primary screen, biochemical, fluorescence intensity, near-Km mannose 6-phosphate | AID 1214, 2008 | hit rate 0.005% among 190,000 | purified human PMI, coupled resazurin fluorescence, 20 min; active compounds read high; 1 = vehicle control, 0 substrate-free wells | activation factor at 20 µM | Mannose-6-phosphate isomerase (Homo sapiens), P34949;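 active = activation factor of 2 or more at 20 µM, relative to plate controls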
DTT redox prof – compounds producing H2O2 with reducing agent – biochemical, NIH compound library profiling, artefact control for MLSCN library redox annotation, primary screen; DTT-dependent redox cycling H2O2, phenol red/HRP absorbance; 100% = 100 µM peroxide control, 0% = buffer; hit rate 0.03% among 200,000; activation, % at 10 µM;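 active = activation of at least 50% relative to the plate's high and low controls in the primary single-dose screen; inactive = activation below 50%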;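 also: compound incubated with DTT at 0.8 mM final as the reducing agent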
L major viab – Leishmania major promastigote growth inhibition, primary screen; Leishmania major promastigotes, resazurin fluorescence viability; inhibition, % at 10 µM; hit rate 9% among 200,000; AID 1063, 2008;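 also: promastigotes grown with compound for 44 hours at 28 °C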
* hit, by the source's call; . = not tested or not shown. Rule as the data show it, unless noted: active = inhibition above about 50%; inactive = the rest.

Below each SMILES – L major viab | G6PDH counter | RAM inhibit | DTT redox prof | Diaphorase act | Diaph inh CS | S1P3 antag | PMI activator | PMI act satM6P | TLR4-MyD88 BLA | Hsp70 activator
#1 O=C(O)COc1ccccc1/C=N/NC(=O)c1cccc(S(=O)(=O)Nc2cccc(Cl)c2)c1
 : -7 | 6 | 3.6 | 0.5 | 1 | 4 | -11 | 1 | 0.9 | 5 | -0.3
#2 Cc1ccc(Cl)cc1N1CCN(C(=O)C2CCN(S(C)(=O)=O)CC2)CC1
 : 8 | 4 | 0.8 | -2.2 | 0.9 | 11 | 7 | 1.1 | 1.1 | 9 | -0.1
#3 O=S(=O)(c1ccc(Cl)nc1)N(Cc1ccccc1)Cc1ccccc1
 : 14 | -5 | 2.2 | 0.4 | 0.8 | 16 | -2 | 0.9 | 1 | 7 | -0.3
#4 O=C(/C=C/c1ccco1)Nc1cccc(-c2nc3ccccc3[nH]2)c1
 : 29 | 1 | 0.5 | -0.6 | 0.8 | 16 | . | 0.7 | 0.8 | -12 | -0.4
#5 CC(=O)Nc1cc2c(=O)n(Cc3ccccc3)c(C)nc2cc1N1CCOCC1
 : 2 | 2 | 0.7 | 0.1 | 0.9 | 13 | -20 | 1.1 | 1 | -12 | 0.1
#6 CN(C)CCNC(=S)Nc1ccc(Br)cc1
 : -4 | -1 | 0.1 | -0.7 | 1 | 4 | 6 | 1.1 | 1.1 | -4 | -0.2
#7 Cc1cccc(C)c1NC(=O)CS(=O)CC(=O)NCCCc1ccccc1 (stereo not drawn)
 : -7 | 10 | 1.9 | 2.0 | 1 | -2 | . | 1 | 1 | -3 | 0.1
#8 Cc1ccc2cccc(OC(=O)c3ccc4c(c3)OCCO4)c2n1
 : -6 | 34 | 2.6 | 2.7 | 0.9 | 13 | -22 | 0.7 | 0.5 | -1 | -0.2
#9 COc1ccc(OC)c(-c2csc(N(C)C(=O)Cc3ccccc3)n2)c1
 : 2 | 4 | 9.8* | 0.0 | 0.8 | 17 | 7 | 0.9 | 0.9 | -72 | 0.1
#10 CCN(CC)C(=O)c1cnn(-c2ccccc2)c1NC(=O)c1cccc(F)c1
 : 1 | 3 | 2.1 | -1.4 | 1 | 0 | . | 1 | 1.1 | -2 | -0.2
#11 COc1ccc(NC(=O)Cc2ccccc2)cc1
 : -2 | 7 | 0.5 | 8.2 | 0.9 | 8 | . | 0.9 | 0.9 | -3 | 0.4
#12 Cc1ccc(C)c(-n2c(-c3cccnc3)n[nH]c2=S)c1
 : -5 | 9 | 0.4 | -3.0 | 0.9 | 10 | -19 | 0.9 | 1 | -6 | -0.3
#13 CC(=O)N1CCN(CC(=O)Nc2ccc([N+](=O)[O-])cc2Br)CC1
 : -5 | 4 | 1.1 | 11 | 0.9 | 5 | -13 | 1 | 1 | 1 | -0.2
#14 CCc1cc2c(SCC(=O)Nc3ccc(Cl)cn3)ncnc2s1
 : -2 | 7 | 5.6 | -0.3 | 0.9 | 12 | -8 | 0.9 | 0.9 | -10 | -0.2
#15 CO/N=C(\C(=O)N[C@@H]1C(=O)N2C(C(=O)O)=C(COC(C)=O)CS[C@H]12)c1csc(N)n1 (stereo in doubt)
 : -7 | 8 | 0.8 | -1.4 | 1 | -2 | -10 | 1.1 | 1 | 7 | 0.0
#16 OC(COc1ccc2c(c1)OCO2)CN1CCCC1 (stereo not drawn)
 : 2 | 4 | 1.3 | -1.8 | 1 | 3 | 5 | 1.2 | 1 | 7 | -0.5
#17 Cc1nn(C)c(C)c1/C=C1/SC(=S)NC1=O
 : 0 | 4 | 4.1 | -0.9 | 0.9 | 11 | . | 1 | 1 | 10 | -0.3
#18 CC(Sc1nc2cc(Cl)ccc2s1)C(=O)Nc1cccc(S(=O)(=O)N2CCOCC2)c1 (stereo not drawn)
 : 62* | 8 | 7.5 | -0.1 | 0.3 | 66* | -10 | 1 | 1 | 13 | -0.5
#19 CC(NC(=S)NCCCN1CCOCC1)C1CC2CCC1C2 (stereo not drawn)
 : 87* | 2 | 0.1 | -0.5 | 1.1 | -5 | 9 | 1.1 | 1 | 7 | -0.4
#20 CCOCCCNC(=O)C1CCN(S(=O)(=O)CC)CC1
 : -2 | 0 | -0.1 | 0.1 | 0.9 | 13 | -89 | 0.9 | 0.9 | 11 | 0.2
#21 Cc1ccc(C)c(SCC(=O)NC(=O)NCc2ccccc2)c1
 : -3 | -8 | 11* | -0.7 | 0.9 | 10 | -12 | 0.9 | 0.9 | 11 | -0.1
#22 Cc1c(C(=O)NN)nc2ccccn12
 : -3 | -2 | 0.4 | 0.6 | 1 | 4 | -1 | 1 | 1 | -9 | -0.2
#23 Cc1c(CCC(=O)O)c(=O)oc2cc(O)ccc12
 : -6 | 2 | 0.6 | -2.3 | 0.9 | 14 | 7 | 1 | 1 | 9 | -0.4
#24 CCc1c(C)nc(SCC(=O)N2CCCCC2C)[nH]c1=O (stereo not drawn)
 : -8 | 9 | 0.1 | -0.6 | 1 | -2 | 9 | 1 | 1 | -9 | 0.1
#25 O=C(NCCN1CCN(S(=O)(=O)c2ccc([N+](=O)[O-])cc2)CC1)C(=O)Nc1ccccc1
 : -3 | 9 | 3.5 | -1.4 | 1.1 | -8 | -10 | 1 | 1 | -1 | 0.3
#26 O=C(CC1Nc2ccccc2NC1=O)NC1CCCCC1 (stereo not drawn)
 : 6 | 4 | -0.4 | 2.1 | 0.9 | 11 | 8 | 1.3 | 1.3 | -2 | -0.3
#27 COCCNC(=O)C(C)OC(=O)C1=Cc2ccccc2OC1 (stereo not drawn)
 : -3 | 10 | 0.5 | -1.2 | 1.1 | -5 | -4 | 1 | 1.1 | -8 | -0.1
#28 c1cnc(SCCCOc2ccc3ccccc3c2)nc1
 : -6 | 14 | 0.1 | -3.2 | 0.9 | 12 | . | 0.9 | 1 | -1 | -0.3
#29 Cc1nc(NCCCn2ccnc2)c2oc3ccccc3c2n1
 : 88* | 11 | 1.0 | 2.2 | 1.2 | -21 | 2 | 1.1 | 1.1 | 4 | -0.3
#30 O=C(/C=C/c1ccc(Cl)cc1)NC1CC2CCC1C2 (stereo not drawn)
 : 3 | 1 | -1.1 | -0.7 | 0.9 | 14 | 0 | 1 | 1 | -14 | -0.2
#31 CC(Oc1ccccc1)C(=O)Nc1cccc(-c2nc3ccccc3[nH]2)c1 (stereo not drawn)
 : 17 | -6 | -0.6 | 1.1 | 0.8 | 25 | . | 0.8 | 0.9 | 14 | -0.5
#32 CC(C)c1ccccc1NC(=S)NCc1ccncc1
 : -1 | 3 | -0.6 | -1.4 | 0.9 | 10 | -11 | 0.9 | 0.9 | -1 | -0.3
#33 O=C(NC1CS(=O)(=O)CC1NCc1ccccc1)c1ccccc1 (stereo not drawn)
 : -1 | -1 | 2.1 | -0.4 | 0.8 | 15 | 22 | 1 | 0.9 | 5 | -0.3
#34 CC(C)[C@H](NS(=O)(=O)c1ccccc1)C(=O)OCC(=O)Nc1ccc2c(c1)OCO2
 : -4 | 10 | 1.8 | 0.0 | 0.8 | 18 | 5 | 0.8 | 0.9 | -9 | -0.3
#35 CN(Cc1ccccc1)C(=O)c1cc2ccccc2o1
 : -2 | 5 | 1.4 | 0.0 | 0.9 | 13 | . | 0.9 | 0.9 | -7 | -0.2
#36 COc1ccc(C2CC(c3cccc(OC)c3)n3nc(N)nc3N2)cc1 (stereo not drawn)
 : 19 | 9 | 1.4 | -1.4 | 1 | 4 | -16 | 1 | 1 | 7 | -0.5
#37 C/C(=N/NC(=O)CNC(=O)c1cccnc1)c1ccc([N+](=O)[O-])cc1
 : 1 | 8 | 1.5 | -1.1 | 1.1 | -6 | 8 | 1.1 | 1.1 | 12 | -0.1
#38 COc1ccc(NC(=O)CC(c2ccccc2)c2ccco2)cc1 (stereo not drawn)
 : 6 | 5 | 2.8 | -1.0 | 0.8 | 17 | -10 | 1.1 | 1 | 1 | 0.0
#39 CCN(CC)C(=O)CC(c1ccccc1)c1ccco1 (stereo not drawn)
 : 1 | 5 | 4.2 | 4.4 | 0.9 | 10 | . | 1 | 1 | -2 | -0.2
#40 COc1ccc(/C=N/NC(=O)c2ccc(Br)cc2)cc1Cn1cc(Cl)cn1
 : 3 | -18 | 0.9 | -0.2 | 0.8 | 16 | -15 | 0.9 | 0.8 | 0 | -0.4
#41 C#CCn1cc(/C=N/NC(=O)COc2cccc3cccnc23)c2ccccc21
 : 58* | 16 | 2.2 | -0.3 | 0.9 | 8 | -1 | 1.3 | 1.6 | -5 | -0.2
#42 COc1ccc(NC(=O)CSc2nc(C)cs2)c(OC)c1
 : 2 | 5 | -1.1 | -1.0 | 0.9 | 11 | -6 | 1 | 1 | -2 | -0.2
#43 CN(c1cccc(NC(=O)c2ccccc2N(C)S(C)(=O)=O)c1)S(C)(=O)=O
 : -3 | 1 | 0.5 | 2.8 | 0.9 | 6 | 1 | 1 | 1 | 10 | -0.5
#44 Cc1cccc(/C=N\NC(=O)c2ccc(Cl)cc2)c1O
 : 72* | 5 | -0.9 | -0.1 | 0.9 | 8 | 10 | 1 | 1.1 | -12 | -0.1

Down the list, as entered above.
Entries 10 to 16 in S1P3 antag: ., ., -19, -13, -8, -10, 5
Entries 10 to 16 in TLR4-MyD88 BLA: -2, -3, -6, 1, -10, 7, 7
